# High-throughput results (PubChem BioAssay)
# RBBP9 inh = human RBBP9 hydrolase inhibition. inhibition, % at 7.94 µM. AID 1515. actives 0.2% (n = 220,000). recombinant RBBP9, FP-Rh probe fluorescence polarization;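 active = inhibition above the campaign mean of all tested compounds plus 3 SD, cut at about 14% in these data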;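 note: plate controls were DMSO wells with RBBP9 for no effect and wells lacking RBBP9 protein for full effect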
#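 Test system – recombinant human RBBP9 · Input – RBBP9 2.5 µM in dispensing solution, pre-mixing · Medium – Tris buffer pH 8.0, NaCl, Pluronic · Schedule – preincubation 30 min plus labeling 45 min at 25 °C · Measured by – fluorescence polarization · Measure – % inhibition · Controls – DMSO and no-protein wells · Replicates – one well per compound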
# Runt-CBFb FRET = Runt domain-CBFb interaction inhibition | Q01196+Q13951 | Cerulean-Runt/Venus-CBFb FRET ratio 530/480, 1 h | inhibition, % at 20 µM | actives 0.46% (n = 220,000);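 active = inhibition over about 50% at 20 µM in the single-dose screen, limit read from the data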;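 note: 0% = DMSO wells and 100% = excess unlabeled CBFb competitor control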
#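 Assay system: Cerulean-Runt domain / Medium: Tris 50 mM pH 7.5, KCl, K2SO4, 0.01% BSA / Timing: protein complex preformed 1 h, compound exposure 1 h, room temperature, dark / Measured by: FRET, excitation 422 nm, emission at 530 and 480 nm / Evaluation: loss of energy transfer signal / Control set: 5 µM unlabeled CBFb as full-inhibition high control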
# Hck-Nef inh = inhibitors of human Hck kinase activated by Nef. P08631. Recombinant Hck-YEEI plus Nef, Z-Lyte FRET kinase assay. inhibition, % at 20 µM. actives 0.68% (n = 220,000). AID 463187;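 active = Hck-Nef kinase inhibition above about 50%, limit read from the data; inactive = inhibition below that limit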;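 note: 0% = DMSO with Hck plus Nef and 100% = Hck alone without Nef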
# TNF necrop inh = inhibitors of TNF-alpha induced necroptosis in Jurkat FADD-/- cells; activation (protection from cell death), % at 10 µM; actives 0.068% (n = 220,000); Jurkat FADD-/- TNF necroptosis rescue, ATP luminescence, 24 h; 0 = TNF only, 100 = no-TNF cells; AID 463075;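 active = activation, meaning protection from cell death, of at least 50% relative to plate controls; inactive = activation below 50%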;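 note: necroptosis triggered by 40 ng/mL TNF-alpha added together with compound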
# PERK inhibitor = blocks human PERK kinase; CHO PERK-DD fusion, SEAP luminescence translation reporter; inhibition, % at 5.6 µM; actives 0.17% (n = 220,000);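 active = inhibition above the mean inhibition of all tested compounds plus 3 SD, set separately per screening campaign, cut at about 2.9% in these data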;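 note: PERK kinase domain activated by AP20187 dimerizer at 100 nM; 0% = DMSO with dimerizer and 100% = rapamycin at 8.4 µM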
# Target sequence (Q9NZJ5 whole entry, looked up, the tested form may be a part): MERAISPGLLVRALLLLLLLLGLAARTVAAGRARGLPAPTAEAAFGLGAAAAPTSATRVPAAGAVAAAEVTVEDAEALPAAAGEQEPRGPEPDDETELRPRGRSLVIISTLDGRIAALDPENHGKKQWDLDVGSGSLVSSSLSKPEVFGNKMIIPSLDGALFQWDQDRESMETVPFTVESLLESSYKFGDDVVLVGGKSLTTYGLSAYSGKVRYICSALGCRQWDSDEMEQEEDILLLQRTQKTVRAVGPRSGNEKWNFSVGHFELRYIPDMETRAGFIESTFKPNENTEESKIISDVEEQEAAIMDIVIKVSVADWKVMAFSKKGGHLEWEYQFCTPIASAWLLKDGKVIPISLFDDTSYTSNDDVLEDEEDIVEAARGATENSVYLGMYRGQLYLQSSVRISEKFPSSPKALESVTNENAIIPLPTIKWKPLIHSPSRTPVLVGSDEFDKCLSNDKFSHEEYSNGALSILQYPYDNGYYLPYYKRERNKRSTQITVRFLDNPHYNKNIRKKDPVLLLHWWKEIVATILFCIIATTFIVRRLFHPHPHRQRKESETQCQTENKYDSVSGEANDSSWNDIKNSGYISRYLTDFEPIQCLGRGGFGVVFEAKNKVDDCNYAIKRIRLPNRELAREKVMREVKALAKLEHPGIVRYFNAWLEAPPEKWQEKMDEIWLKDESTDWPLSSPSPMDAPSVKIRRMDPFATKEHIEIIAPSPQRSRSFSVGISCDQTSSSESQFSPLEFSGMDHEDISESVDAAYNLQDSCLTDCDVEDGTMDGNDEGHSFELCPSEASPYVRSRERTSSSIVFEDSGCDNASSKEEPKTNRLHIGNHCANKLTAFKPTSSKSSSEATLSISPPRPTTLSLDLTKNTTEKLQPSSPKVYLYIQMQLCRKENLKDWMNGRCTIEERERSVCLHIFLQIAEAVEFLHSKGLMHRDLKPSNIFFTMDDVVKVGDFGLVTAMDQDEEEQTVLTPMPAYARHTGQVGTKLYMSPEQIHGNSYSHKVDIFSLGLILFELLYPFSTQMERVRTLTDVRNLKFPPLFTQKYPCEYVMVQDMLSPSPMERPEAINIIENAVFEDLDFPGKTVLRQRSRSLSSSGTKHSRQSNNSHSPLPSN
# zVAD death inh = L929 zVAD cell death inhibition | actives 0.38% (n = 220,000) | viability rescue, % at 10 µM | L929 zVAD necroptosis rescue, ATP luminescence, 24 h; with zVAD 60 µM;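 active = activation, scaled between plate controls, above about 75%, limit read from the data; inactive = activation under that limit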;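 note: 0% = zVAD with DMSO and 100% = DMSO alone without zVAD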
# EP2 mod = EP2 receptor (human) modulation; P43116; EP2-expressing cells, cAMP HTRF FRET, PGE2 co-stimulation; induction, % at 25 µM; actives 0.83% (n = 260,000);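 active = compounds whose cAMP rise, as percent of the full-agonist control response, exceeds 60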;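 note: rat C6 glioma line stably carrying human EP2 under a CMV promoter; the protocol text gives 20 µM as final concentration; 100% = response of wells given 1 µM PGE2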
# PGE2 EP2 inh = blocks the human prostaglandin E2 receptor EP2 | P43116 | C6 glioma cells expressing human EP2, cAMP TR-FRET; cells stimulated with saturating PGE2 | inhibition, % at 25 µM | actives 0.52% (n = 260,000);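 active = percent inhibition above 40 after rounding to a whole number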;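 note: rat C6 glioma host cells with rolipram phosphodiesterase inhibitor present; the protocol text gives 20 µM as final concentration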
# Runt-SMMHC FRET = inhibitors of human RUNX1 Runt domain binding to CBFb-SMMHC; actives 0.74% (n = 220,000); Cerulean-Runt/Venus-CBFb-SMMHC FRET ratio 530/480, 1 h; AID 1434; Q01196+Q13951; inhibition, % at 20 µM;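 active = mean inhibition across duplicate retests at 20 µM reaching about 50%, limit read from the data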;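 note: 0% = DMSO wells and 100% = wells with excess untagged CBFb-SMMHC; inhibitors lower the FRET ratio by blocking Runt binding to CBFb-SMMHC; some results filed as inactive read as strong as hits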
# * = called active by the depositor; . = not tested or not shown; & = joins results of further samples. These rows are one share of the data; rates above refer to the full screens.
# Keys: A = RBBP9 inh; B = Runt-CBFb FRET; C = Hck-Nef inh; D = TNF necrop inh; E = PERK inhibitor; F = zVAD death inh; G = EP2 mod; H = PGE2 EP2 inh; I = Runt-SMMHC FRET
mol: CCOc1ccc2nc(Cl)c(C3CC(c4ccccc4)=NN3C(=O)c3cccs3)cc2c1 (stereo unspecified)
  A = -9	B = -3	C = 7	D = 1.4	E = -1.0	F = 0.1	G = 4	H = 8	I = -9

mol: CNC(=S)N1CCN(c2ccc(Cl)c(Cl)c2)CC1
  A = -1	B = 0	C = 0	D = -1.2	E = 0.6	F = 0.4	G = -31	H = 7	I = 1

mol: C#CCn1c(S(=O)(=O)Cc2ccc(F)cc2)nc(-c2ccccc2)c1-c1ccccc1
  A = -9	B = 1	C = -1	D = -15	E = -0.7	F = -0.4	G = 65*	H = 5	I = -2

mol: CCC(CO)NCc1ccc2c(c1)n(C)c(=O)n2C (stereo unspecified)
  A = 0	B = -1	C = 1	D = 3.3	E = 1.5	F = 7.0	G = 11	H = 1	I = 5

mol: CCOc1ccc(N(Cc2nnc3n2CCCCC3)C(=O)Nc2cccc(C)c2)cc1
  A = -5	B = 2	C = 18	D = 0.5	E = 0.6	F = 1.4	G = 8	H = 9	I = -2

mol: CCCCc1c(C)nc2c(OC)cccc2c1SCC(=O)O
  A = -6	B = 1	C = 5	D = -0.5	E = 4.2*	F = 1.2	G = 18	H = 8	I = -5

mol: C=CCN1C=C2C(=O)C(C)(OC(=O)C3CCCC3)C(=O)C(c3ccccc3)=C2C=C1CCCC(=O)OC (stereo unspecified)
  A = .	B = 1	C = 28	D = -0.9	E = .	F = -0.4	G = -13	H = 19	I = -10

mol: O=c1oc2cc(O)c(Cl)cc2c2ccccc12
  A = 3	B = -63	C = 0	D = 1.8	E = 0.8	F = 0.5	G = 61*	H = 29	I = -112

mol: Cc1cc(-c2sccc2Br)nc(-n2cccc2)n1
  A = -8	B = -1	C = -2	D = -1.4	E = -0.2	F = 1.3	G = 65*	H = 16	I = -16

mol: O=C(Cc1ccccc1)NCC(=O)OCC(=O)c1ccc(OC(=O)c2ccccc2)cc1
  A = -1	B = 2	C = 2	D = -10	E = 0.2	F = -0.3	G = 23	H = 6	I = 4

mol: COC(=O)c1ccc(S(=O)(=O)N2CCCN(Cc3cccc(Br)c3F)CC2)n1C
  A = -9	B = -1	C = 4	D = -12	E = -2.3	F = -1.0	G = -35	H = 2	I = 1

mol: COC(=O)CCC(=O)N1CCc2cc(S(=O)(=O)N3CCN(c4ccccc4Cl)CC3)ccc21
  A = -6	B = -5	C = 1	D = 1.2	E = 0.5	F = -0.1	G = -7	H = 12	I = -7

mol: Cc1c(C=O)c(C=O)c(C)n1Cc1ccccc1
  A = 5	B = 2	C = -1	D = -12	E = -1.1	F = 2.2	G = 11	H = 16	I = -4

mol: CCOC(=O)c1ccc(NC(=O)COc2ccc(S(=O)(=O)NC(C)(C)C)cc2)cc1
  A = -2	B = -4	C = 7	D = 0.5	E = 0.0	F = 0.1	G = 8	H = 11	I = -1

mol: O=S(=O)(c1ccccc1)c1nc(-c2ccco2)oc1NCCCn1ccnc1
  A = -8	B = 0	C = 7	D = 0.1	E = 0.7	F = 0.0	G = -2	H = 11	I = 0

mol: CCCC(C)NC(=O)c1cc(C(=O)OC)cc([N+](=O)[O-])c1 (stereo unspecified)
  A = -6	B = -2	C = -2	D = -0.5	E = 0.3	F = -0.5	G = -7	H = 3	I = 2

mol: COC(=O)c1ccc(NC(=O)CC2C(=O)N(C)C(=S)N2Cc2ccc(S(N)(=O)=O)cc2)cc1 (stereo unspecified)
  A = -6	B = 0	C = -1	D = 1.7	E = 1.1	F = -0.2	G = -17	H = 2	I = 2

mol: CCN1CCN(C(=O)C2CCN(Cc3cc(Cl)ccc3O)CC2)CC1
  A = -5	B = -3	C = -1	D = 0.3	E = -0.7	F = -0.1	G = 15	H = 6	I = 0

mol: O=C1OC(Nc2nc3ccccc3s2)c2ccccc21 (stereo unspecified)
  A = -8	B = 0	C = 0	D = -0.2	E = 1.1	F = 1.3	G = 0	H = 10	I = 2

mol: Cc1ccc(-c2nsc(SCC(=O)Nc3ccc4c(c3)OCO4)n2)cc1
  A = -8	B = 1	C = -1	D = -1.6	E = 0.4	F = 0.9	G = -17	H = 3	I = 2

# New compounds follow.
mol | RBBP9 inh | Runt-CBFb FRET | Hck-Nef inh | TNF necrop inh | PERK inhibitor | zVAD death inh | EP2 mod | PGE2 EP2 inh | Runt-SMMHC FRET
CCn1c(SCc2nc3ccccc3c(=O)[nH]2)nc2ccccc2c1=O | -10 | -4 | 2 | -0.1 | -1.6 | 0.3 | -35 | 17 | -2
CCCNC(=O)c1ccccc1NS(=O)(=O)c1ccc2c(c1)OCCO2 | -5 | 1 | 0 | -3.6 | 0.2 | -0.2 | 1&24 | 2&10 | 1
CCCCNc1ncnc2c1cnn2-c1ccccc1 | -10 | 1 | 1 | -5.7 | -1.1 | 6.4 | -18 | 5 | 0
COc1ccc(-c2noc(CN(C(=O)c3c(-c4ccccc4Cl)noc3C)C(C)C)n2)cc1 | -11 | 0 | 1 | -0.3 | -0.9 | 0.0 | 13 | 10 | 2
CC(C)(C)NS(=O)(=O)c1ccc(CCC(=O)NCc2cccnc2)cc1 | -9 | 1 | -9 | 0.1 | 0.1 | 0.3 | 18 | 18 | 0
O=C(NCc1nc(-c2ccccc2)no1)c1ccc(Br)o1 | -6 | 2 | 1 | -1.0 | 1.1 | 0.1 | -32 | 6 | 0
Cc1cccc(C)c1NC(=O)CCCSc1nnc(N)s1 | -6 | -1 | 9 | -0.6 | 0.9 | 1.9 | 1 | 9 | -4
CSc1nnc(C(C)(C)C)c(=O)n1/N=C/c1ccc(C(C)C)cc1 | -6 | -1 | 12 | 3.0 | 0.3 | 1.4 | 1 | 15 | -3
CCC(C)[C@H](N)c1nnc(SCC(=O)Nc2cccc(Cl)c2)o1 (stereo partly specified) | -4 | -1 | -1 | 0.5 | -0.2 | 0.7 | -45 | 18 | -1
COc1ccccc1NC(=O)COC(=O)Cc1c[nH]c2ccccc12 | -7 | 2 | -74 | -1.1 | 1.0 | 0.0 | -14 | 0 | 1
O=C(COC(=O)CSc1cc(Cl)ccc1Cl)NCc1ccc2c(c1)OCO2 | -1 | 0 | 0 | 1.3 | -0.5 | 0.8 | 25 | 8 | -2
C#CCOCCOCCOCCNc1nc(N2CCN(C(=O)[C@H](CCCCN)n3cc(C(N)CO)nn3)CC2)nc(N2CCN(C(=O)[C@H](CCC(=O)O)n3cc(C(N)CC(C)C)nn3)CC2)n1 (stereo partly specified) | . | 3 | 15 | 0.3 | . | 0.7 | 10 | 0 | -6
O=C(NCc1ccco1)/C(=C\C=C\c1ccccc1)NC(=O)c1ccco1 | -10 | 7 | 7 | -4.5 | -1.8 | -0.5 | 5 | 7 | 0
Cc1c(Cl)cccc1NC(=S)NCc1ccccc1 | 0 | . | 0 | -9.3 | -0.4 | -0.1 | . | 11 | .
CCSc1nnc(NC(NC(C)=O)(C(F)(F)F)C(F)(F)F)s1 | -6 | -2 | -8 | 1.8 | 0.6 | . | 29 | 6 | 0

# Already shown: an excerpt of the list.
mol | RBBP9 inh | Runt-CBFb FRET | Hck-Nef inh | TNF necrop inh | PERK inhibitor | zVAD death inh | EP2 mod | PGE2 EP2 inh | Runt-SMMHC FRET
Cc1cccc(C)c1NC(=O)CCCSc1nnc(N)s1 | -6 | -1 | 9 | -0.6 | 0.9 | 1.9 | 1 | 9 | -4
CSc1nnc(C(C)(C)C)c(=O)n1/N=C/c1ccc(C(C)C)cc1 | -6 | -1 | 12 | 3.0 | 0.3 | 1.4 | 1 | 15 | -3
CCC(C)[C@H](N)c1nnc(SCC(=O)Nc2cccc(Cl)c2)o1 (stereo partly specified) | -4 | -1 | -1 | 0.5 | -0.2 | 0.7 | -45 | 18 | -1
COc1ccccc1NC(=O)COC(=O)Cc1c[nH]c2ccccc12 | -7 | 2 | -74 | -1.1 | 1.0 | 0.0 | -14 | 0 | 1
O=C(COC(=O)CSc1cc(Cl)ccc1Cl)NCc1ccc2c(c1)OCO2 | -1 | 0 | 0 | 1.3 | -0.5 | 0.8 | 25 | 8 | -2
C#CCOCCOCCOCCNc1nc(N2CCN(C(=O)[C@H](CCCCN)n3cc(C(N)CO)nn3)CC2)nc(N2CCN(C(=O)[C@H](CCC(=O)O)n3cc(C(N)CC(C)C)nn3)CC2)n1 (stereo partly specified) | . | 3 | 15 | 0.3 | . | 0.7 | 10 | 0 | -6
O=C(NCc1ccco1)/C(=C\C=C\c1ccccc1)NC(=O)c1ccco1 | -10 | 7 | 7 | -4.5 | -1.8 | -0.5 | 5 | 7 | 0
Cc1c(Cl)cccc1NC(=S)NCc1ccccc1 | 0 | . | 0 | -9.3 | -0.4 | -0.1 | . | 11 | .
CCSc1nnc(NC(NC(C)=O)(C(F)(F)F)C(F)(F)F)s1 | -6 | -2 | -8 | 1.8 | 0.6 | . | 29 | 6 | 0

# The list goes on.
mol | RBBP9 inh | Runt-CBFb FRET | Hck-Nef inh | TNF necrop inh | PERK inhibitor | zVAD death inh | EP2 mod | PGE2 EP2 inh | Runt-SMMHC FRET
Cc1cc2c(c(=O)n1Cc1ccco1)C(c1cccnc1)C(C#N)=C(N)O2 (stereo unspecified) | 0 | 7 | 1 | -3.7 | 2.6 | 0.8 | 7 | 4 | 18
C/C(N)=C(/C#N)C(=O)COC(=O)c1oc2ccccc2c1COC(C)C | -8 | -2 | 20 | 0.3 | 0.8 | 2.5 | 41 | 6 | -4
Cc1cccc(N(C(=O)c2ccc(Cl)cc2)C2CS(=O)(=O)CC2OC(=O)c2ccc(Cl)cc2)c1 (stereo unspecified) | -11 | 0 | -2 | -0.6 | -1.6 | 0.8 | 12 | 4 | 2
CCN(c1ccc(OC)cc1)c1ncnc2nc[nH]c12 | 1 | 1 | 1 | 2.3 | 2.1 | 0.9 | 0 | 10 | -4
O=C(CNC(=O)c1ccc2ccccc2c1)OCC(=O)N1CCN(S(=O)(=O)c2ccc3ccccc3c2)CC1 | -14 | -6 | -3 | 1.9 | -0.5 | 0.5 | 19 | 5 | 2
O=C(Nc1nc2ccsc2c(=O)s1)C1CCC1 | 1 | 0 | 25 | 1.4 | 0.0 | 0.4 | 37 | 9 | 0
CCOC(=O)CC1=C(C(=O)OCC)C(c2cccnc2)C(C#N)=C(N)O1 (stereo unspecified) | 8 | -3 | 0 | -1.4 | -0.6 | 0.4 | 14 | 8 | -1
NS(=O)(=O)c1cccc(NC(=O)COC(=O)COc2ccc3ccccc3c2)c1 | -7 | 0 | 21 | 2.0 | 0.3 | -0.6 | -40 | 4 | -7
O=C1CC(C(=O)NCc2ccccc2)N=C(N2CCCCC2)N1 (stereo unspecified) | -4 | 2 | 0 | -0.6 | 0.3 | 0.2 | 4 | 3 | -1
